WRN inhibitor = WRN helicase (human) inhibition; Potency, µM (doses to about 114 µM), inactives show at the highest dose activity change, negative = inhibition, hits mostly inhibitors; WRN helicase unwinding, fluorescent forked duplex, kinetic; Q14191; AID 651768; 0.46% of 360,000 active; note: potency is the fitted concentration of half-maximal effect; % is set by controls: 0 for no effect and ±100 for the full control effect; nearly all actives have a fitted effect of over 55% in size
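Primary qHTS, 1536-well format. 20 nM WRN + compound, 15 min RT; start with 100 nM forked fluorophore/quencher duplex, 2 mM ATP (final); kinetic read ex 525/em 598 nm.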
EPAC1 agonist = EPAC1 (human) agonism | O95398 | EPAC1 agonist qHTS, biochemical assay; response scale: 100% = response to 6.5 mM cAMP | Potency, µM (doses to about 154 µM), for inactives: at the top dose activation, usual class: activators | 0.073% of 360,000 active | AID 720707; note: potency is the fitted concentration of half-maximal effect; nearly all actives have a fitted effect of over 60% in size
Target sequence (O95398 whole entry, looked up): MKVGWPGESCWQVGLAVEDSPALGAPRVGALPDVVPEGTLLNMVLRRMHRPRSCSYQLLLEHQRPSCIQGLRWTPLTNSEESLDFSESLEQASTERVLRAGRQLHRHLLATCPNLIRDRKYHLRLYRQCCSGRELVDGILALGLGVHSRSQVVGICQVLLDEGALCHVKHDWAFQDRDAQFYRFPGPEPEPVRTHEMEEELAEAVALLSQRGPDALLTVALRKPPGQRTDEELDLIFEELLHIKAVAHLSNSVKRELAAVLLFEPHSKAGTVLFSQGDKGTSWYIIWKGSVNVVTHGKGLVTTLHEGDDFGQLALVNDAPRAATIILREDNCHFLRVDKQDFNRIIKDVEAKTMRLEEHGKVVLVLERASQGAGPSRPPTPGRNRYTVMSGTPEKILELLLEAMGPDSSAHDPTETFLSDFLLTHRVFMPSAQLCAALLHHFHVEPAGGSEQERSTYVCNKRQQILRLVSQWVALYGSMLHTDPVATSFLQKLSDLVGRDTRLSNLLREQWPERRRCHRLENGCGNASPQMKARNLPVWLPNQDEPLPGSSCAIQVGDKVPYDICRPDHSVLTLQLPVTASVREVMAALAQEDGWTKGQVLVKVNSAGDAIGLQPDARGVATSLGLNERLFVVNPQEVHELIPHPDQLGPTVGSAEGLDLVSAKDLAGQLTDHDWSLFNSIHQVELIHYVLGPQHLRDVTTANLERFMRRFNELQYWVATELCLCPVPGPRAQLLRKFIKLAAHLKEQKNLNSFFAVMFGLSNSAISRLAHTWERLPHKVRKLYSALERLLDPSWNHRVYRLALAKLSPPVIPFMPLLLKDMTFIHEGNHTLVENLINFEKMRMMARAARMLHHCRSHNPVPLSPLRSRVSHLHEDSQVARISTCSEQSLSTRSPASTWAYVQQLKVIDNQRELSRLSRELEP
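Normalized to 6.5 mM cAMP, activity reflects EPAC1-catalysed release of BODIPY-GDP from Rap1B, followed kinetically over 30 min at 480 nm excitation, 540 nm emission. Reaction contained 100 nM EPAC1, 250 nM Rap1B-BODIPY-GDP, 50 uM GDP.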
MmCpn inh = inhibitors of Methanococcus maripaludis chaperonin (MmCpn) | 0.031% of 330,000 active | Potency, µM (highest dose often 76.9 µM), for the others: at the top dose activity, negative = inhibition, usual class: inhibitors | purified Mm-Cpn ATPase, ADP Transcreener TR-FRET; note: potency is the fitted concentration of half-maximal effect; % is set by controls: 0 for no effect and ±100 for the full control effect; nearly all actives have a fitted effect of over 80% in size
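ATPase read-out: TR-FRET ADP immunoassay (anti-ADP Eu cryptate vs ADP-d2), ex 320 nm, em 590/665 nm; signal drops as ADP forms. Enzyme 25 nM, ATP 10 uM, 30 min at 37°C after 10 min compound preincubation.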
EPAC2 antag = EPAC2 (human) antagonism | Potency, µM (doses to about 114 µM), without a hit: at the highest dose activity, negative = inhibition, usual class: inhibitors | 0.18% of 360,000 active | AID 720708 | EPAC2 GEF exchange of Rap1B-BODIPY-GDP, fluorescence; note: potency is the fitted concentration of half-maximal effect; % is set by controls: 0 for no effect and ±100 for the full control effect; nearly all actives have a fitted effect of over 45% in size; many of its hits are not listed in these tables
PLK1 PBD block = blocks phosphopeptide binding to human PLK1 polo-box domain. P53350. Plk1 PBD binding of FITC phosphopeptide, fluorescence polarization. Potency, µM, inactives show max response, negative = inhibition, most hits filed as inhibitors. 2.8% of 360,000 active. AID 720504; note: potency is the fitted concentration of half-maximal effect; series mostly up to about 57 µM; % is set by controls: 0 for no effect and ±100 for the full control effect; nearly all actives have a fitted effect of over 65% in size
EPAC1 antagonist = EPAC1 (human) antagonism; O95398; EPAC1 GEF assay, Rap1b-BODIPY-GDP exchange fluorescence; Potency, µM (titrated, usually from 115 µM), for inactives: at the top dose activity change, negative = inhibition, most hits filed as inhibitors; 0.14% of 360,000 active; AID 720709;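 note: potency is the fitted concentration of half-maximal effect; plate controls were vehicle for no effect and positive control for full effect; nearly all actives have a fitted effect of over 50% in size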
CCT chaperon mod = cytosolic chaperonin activity modulation | purified chaperonin ATPase assay, HTRF ADP detection, 30 min | 0.3% of 360,000 active | activity change, % (concentration not given with the values), hits read low | AID 651819; in the data active = activity change below about -30%; note: % is set by controls: 0 for no effect and ±100 for the full control effect
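ATPase activity: ADP formed was measured by HTRF Transcreener (665/615 nm ratio) after 30 min at 37 deg C with 10 uM ATP. Compounds screened at one 76 uM concentration against 40 or 20 nM TRiC in Tris pH 7.4/KCl/MgCl2/DTT buffer.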
PI5P4Ka inh = PI5P4K alpha (human) kinase inhibition. P48426. PI5P4Kalpha enzyme, ADP-Glo luminescence, 60 min; stronger effect = lower value. max response, %. 1.2% of 330,000 active; active = max response of -50% or lower; inconclusive = between -30% and -50%; inactive = -30% or higher; note: value at the top dose of about 77 µM; % is set by controls: 0 for no effect and ±100 for the full control effect
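Human PI5P4Kalpha with substrate in 0.038 M HEPES pH 7.4, 0.28 mM EGTA, 0.1% CHAPS, 5% DMSO; reaction started with 5 microM ATP (final), 60 min at room temperature. ADP formed read by ADP-Glo luminescence.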
An asterisk follows results filed as active; ? = inconclusive; . = no result given; [ ] = remark or other dose. Unless noted, calls come from the whole dose curve; as a rule, active = well fitted curve in the direction sought with a large enough effect; inconclusive = small, poorly fitted or top-dose-only effect, or another doubt; inactive = no such curve, though single readings can be large; an effect the other way counts as inactive or inconclusive. The list is partial (hit frequency here may not be typical).

SMILES	WRN inhibitor	EPAC1 agonist	MmCpn inh	EPAC2 antag	PLK1 PBD block	EPAC1 antagonist	CCT chaperon mod	PI5P4Ka inh
CO[C@H]1CC=C2CCN3CCC4=C(CC(=O)OC4)[C@]23C1	-1.7%	-6.5%	0.0%	-12.5%	-8.0%	-13.9%	-1.4	7.9
Cc1ccc(OCC(=O)N2CCCC(N3CCN(c4ccc(F)cc4)CC3)C2)cc1 (centres undefined)	5.9%	-10.4%	-2.3%	-0.1%	-7.7%	-19.8%	-4.2	-4.9
O=C1CC(=O)N(c2ccc(Cl)cc2Cl)C(=O)N1	-17.5%	5.7%	-1.2%	-2.2%[57.1 µM]	-4.3%	10.0%	0.4	-22.2
COC(=O)Cn1cc(/C=C2\C(=O)NC(=O)N(c3ccccc3)C2=O)c2ccccc21	-5.5%[57.1 µM]	9.3%	-3.4%	-28.2%	?	-4.9%	-2.5	-8.9
COCCN(C(=O)COC(=O)Cc1ccccc1)c1c(N)n(Cc2ccccc2)c(=O)[nH]c1=O	3.0%	-6.4%	2.0%	5.2%	0.9%	11.5%	1.5	-3.8
NC(=Nc1ccccc1)NN=Cc1c[nH]c2ccccc12	-8.4%	2.0%	.	3.4%	-3.2%	-7.4%	0.2	4.7
C[C@]12CCC3C(CC[C@H]4C[C@H](O)CC[C@]34C)C1C[C@H](O)[C@H]2O (some centres undefined)	13.2%	-2.6%	.	9.3%	-2.9%	-13.6%	-0.8	4.6
COc1ccc(C(c2nnnn2C2CCCCC2)N2CCC3(CC2)C(=O)NCN3c2ccccc2)cc1 (centres undefined)	-7.6%	5.6%	.	-3.6%	-11.5%	-5.0%	-1.5	4.1
O=C1NC(=O)C2(Cc3ccccc3N3CCCC32)C(=O)N1c1ccc(Cl)cc1 (centres undefined)	-32.5%	0.0%	-2.9%	-6.2%	-18.0%	-8.1%	-1.4	.
Cc1cccnc1NC1=NCC(C)S1 (centres undefined)	8.8%	3.8%	-3.2%	-0.3%	-21.5%	5.1%	-0.4	0.2
COC(=O)c1c(C)[nH]c(C(=O)C(C)[N+]23CCN(CC2)CC3)c1C (centres undefined)	-27.5%	4.6%	1.1%	-2.8%	-4.5%	-0.9%	-1.9	-1.1
Cc1nc2ccccc2c(=O)n1-c1cccc([N+](=O)[O-])c1	4.6%	9.6%	-0.8%	-6.2%	0.5%	5.2%	-0.7	-0.2
CCCCn1c(NS(=O)(=O)c2ccc(C)cc2)c(C(=O)OCC)c2nc3ccccc3nc21	-24.4%	112µM*	-1.6%	-9.2%	?	?	-1.7	-5.6
CCOC(=O)[C@]12Cc3cc(Cl)ccc3[C@H]1N(Cc1ccccc1)C(=O)c1ccccc12	-9.4%	10.5%	.	?	-4.9%	-3.8%	1.5	2.8
O=C(CN1CCCC1=O)N1CCOCC1	3.0%	0.0%	-0.2%	8.2%	0.1%	0.0%	1.2	.
O=C1CC(=O)N(c2ccc(Cl)cc2)C(=O)N1	-18.6%	-0.6%	0.7%	13.4%	-4.2%	-10.1%	1.1	-10.6
CC(C)(C)n1cc(C(=O)c2ccccc2)cc1-c1ccccc1	3.5%	-4.9%	1.5%	-18.1%	-10.6%	-4.5%	-2.8	0.8
Cc1ccc(N2C(=O)NC(=O)/C(=C/c3ccc(-c4ccc(C(=O)O)c(Cl)c4)o3)C2=O)cc1	?	-9.7%	-2.5%	2.1%	1.34µM*	2.0%	0.1	?
O=C(c1cc(-c2ccccc2)nc2ccccc12)N1CCC2(CC1)OCCO2	-6.3%	-2.3%	2.4%	-0.4%	-0.4%	2.9%	-1.2	.
c1ccc(CC(NCc2ccco2)c2ccccc2)cc1 (centres undefined)	-12.1%	-2.2%	0.4%	-28.2%	-14.2%	-1.7%	0.2	2.3
CCC(=NC(C)c1ccccc1)c1c(O)[nH]c(=O)[nH]c1=O (centres undefined)	-3.1%	-4.9%	1.4%	1.7%	-22.8%	-9.0%	-9.1	-7.4
CN(C)/C=C1/C(=O)NC(=O)N(CCNc2ncc(C(F)(F)F)cc2Cl)C1=O	-34.8%	6.4%	-0.5%	-9.1%	?	-10.8%	-2.7	?
CCOP(=O)(CN(CC)CCNP(=O)(OCC)OCC)OCC	2.4%	1.5%	0.4%	0.1%	1.0%	8.2%	-2.3	-10.0
COC(=O)CCCC(NC(=S)N1CC2C[C@@H](C1)Cn1c2cccc1=O)C(=O)OC (some centres undefined)	1.3%	-3.3%	-1.7%	3.2%	-2.1%	0.8%	-3.4	0.8
CSc1nc(Cl)c(Br)c(N2CC2)n1	-8.5%	-2.0%	.	6.0%	?	4.8%	0.5	-4.9
COC(=O)C1=C(c2ccc(OCc3ccccc3)cc2)C[C@@H]2CC[C@H]1N2C(=O)NCCCc1ccccc1	-34.7%	-0.9%	0.2%	8.0%	-5.4%	-4.6%	-1.6	8.6
C/C(=N\N(C)c1ccccc1)c1c(O)[nH]c(=O)[nH]c1=O	0.9%	7.1%	0.5%	-0.7%	7.2%	7.8%	-2.2	9.2
COc1ccc(-c2ccc3c(c2)CN(C(=O)NC2CCCCC2)Cc2cnnn2-3)cc1	8.5%	-14.3%	.	-4.8%	-1.3%	-13.7%	-3.1	-10.5
O=c1c2ccccc2nc(-c2ccco2)n1-c1ccc(Br)cc1	-4.7%	6.4%	0.7%	-0.4%	-0.4%	11.2%	-0.9	8.3
CN1CCN(C(=O)COc2ccc(S(=O)(=O)N(C)Cc3ccccc3)cc2)CC1	-2.2%	7.6%	-18.9%	1.4%	-3.2%	5.8%	-4.2	.
Cc1ccc(S(=O)(=O)N2CCCCC2)cc1NC(=O)CN1CC=C(c2ccccc2)CC1	-6.0%	13.9%	-2.7%	-2.1%	3.1%	1.9%	2.2	9.5
CCC(c1nnnn1-c1ccc2c(c1)OCCO2)N1CCC(n2c(=O)[nH]c3ccccc32)CC1 (centres undefined)	2.2%	5.5%	.	-12.1%	-0.8%	0.7%	-3.6	-0.4
Nc1ccc2cc(Br)ccc2c1	-22.0%	-5.7%	-0.2%	-16.0%	-20.6%	-13.2%	1.4	34.4
CNC(=S)N1CCN(CCN=Cc2c(O)n(-c3ccc(C)cc3)c(=S)[nH]c2=O)CC1	-2.9%	6.2%	-3.1%	3.8%	-16.3%	-15.6%	-0.5	0.9
C[N+]1(C)[C@@H]2CC[C@H]1CC(OC(=O)C(CO)c1ccccc1)C2 (some centres undefined)	-4.9%	.	-0.6%[15.4 µM]	5.4%	-5.5%	16.2%	0.6	-9.8
CC1CC2CC(=O)CCC2(C)C2CCC3(C)C(O)CCC3C12 (centres undefined)	-5.3%	-1.8%	.	4.9%	3.3%	7.1%	-0.8	1.6
O=C(c1ccc(Cl)cc1)C1CCCN(Cc2ccc3c(c2)OCCO3)C1 (centres undefined)	-11.0%	6.4%	1.9%	-12.4%	-5.1%	-9.9%	-2.5	?
Cc1ccc(-c2nc3ccc(Cl)cc3n2OC(=O)N(C)C)cc1	-0.2%	-6.0%	-0.2%	-1.0%	-6.1%	-11.9%	-2.7	-6.9
CC12CN3CC(C)(CN(C1)C3c1ccco1)C2=O (centres undefined)	-0.8%	5.6%	0.0%	10.2%	-2.1%	4.6%	2.0	1.0
CN(C(=O)c1ccco1)C1(c2ccccc2Cl)CCCCC1=O (centres undefined)	6.8%	2.2%	0.1%	5.1%	-7.8%	9.2%	-3.0	3.3
CCCOP(=O)(OCCC)C(NC(=O)c1ccccc1)=C(Cl)Cl	-1.3%	-0.9%	-2.4%	1.5%	3.4%	-3.0%	-2.8	9.2
CCCCCn1c(=O)c(C(=O)Nc2ccccc2C)c(O)c2ccccc21	6.5%	6.9%	0.6%	-0.1%	-6.3%	-4.8%	-0.8	0.3
CCCCCSc1cc(OC)c(CCN(C)C)cc1OC	1.5%	-4.7%	3.9%	2.3%	-15.0%	?	-1.4	13.3
CN(C)CC1CSCCC1(O)c1ccc(Cl)cc1 (centres undefined)	0.8%	2.4%	-1.2%	2.5%	?	4.0%	-0.1	-7.2
C[C@@H]1CN([C@H](C)CO)C(=O)c2c(c3ccccc3n2C)-c2ccccc2CO[C@H]1CN(C)Cc1ccc(-c2ccccc2)cc1	13.1%	-14.8%	.	-0.5%	-9.2%	9.8%	-2.6	-7.6
O=C1NC(=O)N(c2ccccc2)C(=O)/C1=C\c1ccccc1[N+](=O)[O-]	?	-3.5%	1.3%	-2.1%	?	-12.7%	-1.3	?
CCNC(=S)NCCC1=c2ccccc2=N/C1=C\c1c(O)n(C)c(=O)n(C)c1=O	0.9%	2.1%	1.8%	19.1%	1.06µM*	2.0%	0.8	-9.4
Cc1nc2ccccc2c(=O)n1-c1cccnc1	-6.2%	-16.3%	-2.4%	-11.6%	-10.5%	-19.4%	-1.2	-0.5
C[C@H](O)[C@H]1CC[C@H]2[C@@H]3CCC4=CC(=O)CC[C@]4(C)[C@H]3CC[C@]12C	5.1%	.	-7.4%	13.9%	-5.6%	10.8%	-3.6	-8.7

Fetched one by one from above (six):
SMILES	WRN inhibitor	EPAC1 agonist	MmCpn inh	EPAC2 antag	PLK1 PBD block	EPAC1 antagonist	CCT chaperon mod	PI5P4Ka inh
Cc1nc2ccccc2c(=O)n1-c1cccnc1	-6.2%	-16.3%	-2.4%	-11.6%	-10.5%	-19.4%	-1.2	-0.5
C[C@@H]1CN([C@H](C)CO)C(=O)c2c(c3ccccc3n2C)-c2ccccc2CO[C@H]1CN(C)Cc1ccc(-c2ccccc2)cc1	13.1%	-14.8%	.	-0.5%	-9.2%	9.8%	-2.6	-7.6
CCCCCSc1cc(OC)c(CCN(C)C)cc1OC	1.5%	-4.7%	3.9%	2.3%	-15.0%	?	-1.4	13.3
CCCOP(=O)(OCCC)C(NC(=O)c1ccccc1)=C(Cl)Cl	-1.3%	-0.9%	-2.4%	1.5%	3.4%	-3.0%	-2.8	9.2
CN(C)CC1CSCCC1(O)c1ccc(Cl)cc1 (centres undefined)	0.8%	2.4%	-1.2%	2.5%	?	4.0%	-0.1	-7.2
C[C@H](O)[C@H]1CC[C@H]2[C@@H]3CCC4=CC(=O)CC[C@]4(C)[C@H]3CC[C@]12C	5.1%	.	-7.4%	13.9%	-5.6%	10.8%	-3.6	-8.7
